M5 ag – CHRM5 agonism in calcium assay; P08912; CHO-K1 hM5 cells, Fluo-8 calcium fluorescence; 0% DMSO wells, 100% maximal acetylcholine response; activation, % at 3 µM; 360,000 compounds, 0.19% hits; AID 624037;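 active means activation above the run's mean over test compounds plus 3 SD, cut at about 23% in these data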;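 further: signal is peak over basal fluorescence ratio across the kinetic read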
M5 antag – CHRM5 antagonism in calcium assay. 360,000 compounds, 0.59% hits. CHO-hM5 cells, Fluo-8 calcium fluorescence, ACh EC80. inhibition, % at 3 µM. P08912;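 active means inhibition above a per-plate cutoff, the mean of that plate's test compounds plus 3 SD, cut at about 27% in these data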;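 further: 0% = acetylcholine EC80 with DMSO and 100% = DMSO without agonist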
M5 PAM – potentiates acetylcholine response at human M5 receptor. CHO-K1 hM5, Fluo-8 calcium, ACh EC20 PAM; 0% = ACh EC20, 100% = ACh EC100. P08912. 360,000 compounds, 0.3% hits. activation, % at 3 µM. AID 624038;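 active means activation above the run cutoff, the mean activation of all test compounds plus 3 SD, cut at about 18% in these data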
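System – CHO-K1 hM5 cells · Compound – 3 µM, single dose · Incubation – compound preincubation 140 s before EC20 acetylcholine addition · Technique – Fluo-8 calcium fluorescence · Measure – Max/basal fluorescence ratio as % of EC20–EC100 ACh window · Benchmarks – low control EC20 acetylcholine (0%), high control EC100 acetylcholine (100%) · Replication – singlicate, one well per test compound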
M1 PAM – positive allosteric modulators of human M1 muscarinic receptor | P11229 | CHO-K1 hM1, Fluo-8 calcium fluorescence, ACh EC20; 0% = ACh EC20, 100% = maximal ACh | activation, % at 3 µM | 360,000 compounds, 0.088% hits | AID 588819; in the data active means activation above about 19%, passing the limit was not always enough
Target sequence (P11229 whole entry, looked up): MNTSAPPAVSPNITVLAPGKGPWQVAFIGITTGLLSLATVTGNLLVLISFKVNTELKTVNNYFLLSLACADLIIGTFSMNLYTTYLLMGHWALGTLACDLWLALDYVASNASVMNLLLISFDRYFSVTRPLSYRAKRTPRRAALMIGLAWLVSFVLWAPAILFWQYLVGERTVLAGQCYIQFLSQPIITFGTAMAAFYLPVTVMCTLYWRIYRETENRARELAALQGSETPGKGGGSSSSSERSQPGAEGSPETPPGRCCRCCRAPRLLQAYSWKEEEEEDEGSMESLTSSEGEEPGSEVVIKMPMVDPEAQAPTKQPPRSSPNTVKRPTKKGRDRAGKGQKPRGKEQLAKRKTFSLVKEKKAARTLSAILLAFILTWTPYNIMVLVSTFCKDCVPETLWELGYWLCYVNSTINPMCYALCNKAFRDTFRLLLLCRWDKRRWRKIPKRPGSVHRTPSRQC
CHRM1 antagonist – blocks human M1 muscarinic receptor. P11229. CHO-K1 hM1, Fluo-8 calcium fluorescence, ACh EC80 antagonist. inhibition, % at 3 µM. 360,000 compounds, 1.3% hits;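 active means percent inhibition above its own plate's cutoff, namely the mean of that plate's compound wells plus 3 SD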;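 further: peak over basal fluorescence ratio during 140 s after agonist addition; 0% = ACh EC80 plus DMSO and 100% = DMSO alone without agonist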
CHRM4 PAM – positive allosteric modulators of human muscarinic M4 receptor | activation, % at 3 µM | CHO-K1 hM4/Gqi5, Fluo-8 calcium fluorescence, ACh EC20; 0% = ACh EC20, 100% = maximal ACh | AID 624126 | P08173 | 360,000 compounds, 0.4% hits;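 active means activation above its plate's cutoff, the mean activation of sample wells plus 3 SD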; further: some results filed as inactive read as strong as hits
Target sequence (P08173 whole entry, looked up): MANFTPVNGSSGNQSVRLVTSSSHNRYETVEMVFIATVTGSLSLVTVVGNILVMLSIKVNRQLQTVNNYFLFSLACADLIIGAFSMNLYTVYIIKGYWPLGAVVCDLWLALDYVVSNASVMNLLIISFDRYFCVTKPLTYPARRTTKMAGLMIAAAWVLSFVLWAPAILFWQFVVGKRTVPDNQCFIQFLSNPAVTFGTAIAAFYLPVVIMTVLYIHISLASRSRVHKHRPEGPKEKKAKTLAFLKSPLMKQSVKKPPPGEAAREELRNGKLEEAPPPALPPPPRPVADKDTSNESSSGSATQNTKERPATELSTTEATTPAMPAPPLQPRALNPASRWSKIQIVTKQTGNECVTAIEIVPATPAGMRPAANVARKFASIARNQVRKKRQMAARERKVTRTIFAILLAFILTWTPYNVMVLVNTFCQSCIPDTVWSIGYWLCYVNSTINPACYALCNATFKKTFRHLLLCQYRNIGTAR
CHRM4 agonist – agonists of human muscarinic M4 receptor (CHRM4); 360,000 compounds, 0.14% hits; CHO-K1 hM4/Gqi5, Fluo-8 calcium fluorescence; vehicle 0%, full acetylcholine response 100%; AID 624127; activation, % at 3 µM; P08173;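 active means activation above the run mean over all test wells plus 3 SD, cut at about 32% in these data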;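 further: peak over basal fluorescence ratio per well then scaled between controls; 0% = DMSO wells and 100% = acetylcholine at EC100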
CRFBP-R2 agonist – CRF-BP/CRF-R2 complex agonism. HEK293 CRF-R2/CRF-BP, calcium dye fluorescence (FLIPR); percent of saturating CRF peptide response. activation, % at 13.2 µM. 350,000 compounds, 0.46% hits. AID 588473;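 active means activation of at least 50%, plus an integration ratio under a set limit after plate pattern correction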;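 further: plate controls were neutral control wells without compound for no effect and CRF at EC100 for full effect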
CHRM4 antagonist – blocks acetylcholine activation of human M4 receptor. 360,000 compounds, 0.73% hits. P08173. inhibition, % at 3 µM. CHO-hM4 cells, ACh EC80, Fluo-8 calcium fluorescence;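 active means inhibition above its plate's cutoff, the mean inhibition of sample wells plus 3 SD, cut at about 27% in these data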;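 further: 0% = acetylcholine EC80 with DMSO and 100% = DMSO without agonist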
Numbers without * were called inactive; x = no result given.

SMILES	M5 ag	M5 antag	M5 PAM	M1 PAM	CHRM1 antagonist	CHRM4 PAM	CHRM4 agonist	CRFBP-R2 agonist	CHRM4 antagonist
Cc1ccc(C(c2sc3nc(C)nn3c2O)N2CCN(CCO)CC2)cc1 (centres undefined)	2	-2	4	6	-8	7	0	0.1	4
Cc1nn(-c2ccccc2)c(C)c1N	0	-1	1	6	-2	0	1	0.2	4
O=[N+]([O-])c1ccc(-c2ccc(/C=N/Nc3nc(NCc4ccccc4)nc(N4CCOCC4)n3)o2)cc1	3	13	-9	-12	26*	1	4	57*	3
NC(=O)NC(=O)CN1C(=O)NC2(CCOc3ccccc32)C1=O (centres undefined)	-1	-8	8	6	-11	8	1	1.1	-12
CC(C)CC(=O)Nc1c2c(nn1-c1cccc(Cl)c1)CS(=O)(=O)C2	-1	-9	12	16	-6	-1	2	-7.8	-6
Cc1ccccc1CCN1CCCC(CN(C)C(=O)C(=O)c2ccco2)C1 (centres undefined)	-6	9	-3	-13	29	-12	0	-2.9	6
CCCOc1ccc(/C=N/NC(=O)C2CC2)c(OCCC)c1	-4	-2	6	7	-6	6	-1	-1.8	-7
COc1ccc(CNC(=O)C2CC(O)CN2C(=O)Nc2ccccc2)cc1 (centres undefined)	6	-10	13	20	-20	-4	1	2.1	1
COc1ccc(-n2c(-c3ccc(Br)cc3)c[n+]3c2CCCCC3)cc1	-6	7	-2	-16	23	-16	11	1.3	22
CC(C)OCCCn1c(-c2ccco2)nc2nc3ccccc3nc21	1	6	-14	2	-6	8	6	16	-15
COc1ccc(S(=O)(=O)N2CCC(C(=O)NC3(C)CCS(=O)(=O)C3)CC2)cc1OC (centres undefined)	4	9	-2	10	-12	3	1	0.8	-1
Cc1c(OCC(=O)NCc2ccccn2)ccc2c(-c3ccccc3)cc(=O)oc12	0	-5	-1	11	-18	6	1	-1.4	-21
C#CC[N+]1(CC#Cc2ccc(C)cc2)CCCCC1	-9	12	-4	-23	5	1	1	0.3	3
Cc1ccc(OCC(=O)NC(C)c2ccccc2)c([N+](=O)[O-])n1 (centres undefined)	0	6	0	1	9	3	0	-3.0	-6
CCNC(=O)COC(=O)c1sccc1C	0	11	-5	-4	13	-7	0	3.0	-2
Cc1ccc(F)cc1NC(=O)C1CC(=O)N(Cc2ccccc2)C1 (centres undefined)	0	-8	3	14	-19	10	1	-2.7	-25
Cc1ccc(-c2nc3ccccc3n2C(C)C(=O)NC(C)(C)C)cc1 (centres undefined)	-4	3	3	x	x	11	2	x	-2
O=C(NCCc1ccccc1)C1CCN(Cc2ccccc2F)CC1	-2	-1	5	17	-13	4	0	0.4	4
C[C@@H]1[C@@H](Sc2ccccc2)CC(=O)O[C@@H]1c1ccc(-c2ccccc2)cc1	-5	7	-2	4	-5	2	2	1.8	-6
Cn1c(=O)c2c(ncn2CC(=O)OCC(=O)NC(c2ccccc2)c2ccccc2)n(C)c1=O	-1	-2	-1	5	-7	-5	0	0.2	7
CCN(CC)C(=O)C(=O)N/N=C/c1ccc(F)cc1	-2	10	0	9	-12	0	1	-1.0	5
CCc1ccc(CNC(=O)CCCn2c(=O)c3cccn3c3cccnc32)cc1	1	2	2	5	-11	0	6	-8.1	-8
CC(=O)N=c1cccc(NC(C)=O)n1O	3	-7	2	7	-1	1	1	1.8	0
Cc1[nH]c2ccccc2c1C(=O)C(=O)N1CCN(C)CC1	3	-1	2	9	-9	4	1	2.6	-9
CCCCCOC(=O)C1=C(C)NC(=O)NC1c1ccccc1OCC (centres undefined)	-8	0	0	0	-22	-2	0	-0.1	-4

Some of the entries above, reformatted:
> O=[N+]([O-])c1ccc(-c2ccc(/C=N/Nc3nc(NCc4ccccc4)nc(N4CCOCC4)n3)o2)cc1
  M5 ag: 3
  M5 antag: 13
  M5 PAM: -9
  M1 PAM: -12
  CHRM1 antagonist: 26*
  CHRM4 PAM: 1
  CHRM4 agonist: 4
  CRFBP-R2 agonist: 57*
  CHRM4 antagonist: 3

> NC(=O)NC(=O)CN1C(=O)NC2(CCOc3ccccc32)C1=O (centres undefined)
  M5 ag: -1
  M5 antag: -8
  M5 PAM: 8
  M1 PAM: 6
  CHRM1 antagonist: -11
  CHRM4 PAM: 8
  CHRM4 agonist: 1
  CRFBP-R2 agonist: 1.1
  CHRM4 antagonist: -12

> CC(C)CC(=O)Nc1c2c(nn1-c1cccc(Cl)c1)CS(=O)(=O)C2
  M5 ag: -1
  M5 antag: -9
  M5 PAM: 12
  M1 PAM: 16
  CHRM1 antagonist: -6
  CHRM4 PAM: -1
  CHRM4 agonist: 2
  CRFBP-R2 agonist: -7.8
  CHRM4 antagonist: -6

Remaining list, next part.
SMILES	M5 ag	M5 antag	M5 PAM	M1 PAM	CHRM1 antagonist	CHRM4 PAM	CHRM4 agonist	CRFBP-R2 agonist	CHRM4 antagonist
Cc1cc(C)n(CCn2nc(C)cc2C)n1	-2	-5	3	3	-9	6	1	-0.2	-4
c1ccc(-c2nc(NCc3ccco3)c3ccccc3n2)cc1	0	4	-5	-1	3	0	0	-0.9	3
O=C(c1ccc(F)cc1)N1CCCC(c2ccccc2)C1 (centres undefined)	-1	0	1	3	-6	13	1	-0.6	1
O=C(Nc1ccccc1)C1CCCN(S(=O)(=O)c2ccc(-n3cnnn3)cc2)C1 (centres undefined)	0	-2	-1	10	-11	0	3	-0.3	-4
CCOc1ccc(OCC(=O)OCC(=O)N2CCN(C(=O)c3ccco3)CC2)cc1	2	-4	-4	8	-7	-1	0	-0.2	-15
NC(=O)COC(=O)c1ccccc1OCc1ccccc1	0	5	-3	6	-5	9	2	-1.7	-10
O=C(c1cccc2cccc(O)c12)N1CCCCC1	-2	6	10	8	-8	6	0	-0.4	-8
COC(=O)Cn1c(=O)c2c(nc(Br)n2CC(=O)OC)n(C)c1=O	0	9	-4	1	-3	0	-1	-1.2	6
CSc1ccc(C(=O)N2CCc3ccc(NC(=O)c4ccccn4)cc3C2)cc1	-2	-6	-9	-7	9	0	14	4.6	-27
COc1ccc(C(=O)NCC(=O)N=Nc2c(O)n(Cc3ccccc3)c3ccccc23)cc1OC	-2	2	-3	-1	-8	-6	6	0.1	-3
Nn1c(SCc2c(F)cccc2F)nnc1-c1ccccn1	-2	7	-3	2	1	0	2	3.0	6
COCCNC(=O)C1(C)CCCN(CCS(=O)(=O)c2ccc(C)cc2)C1 (centres undefined)	2	3	4	5	-12	1	0	x	2
COc1ccc2oc(=N)c(C(=O)Nc3ccc(F)cc3)cc2c1	-3	0	0	-2	2	-1	1	-0.6	-8
COc1ccccc1NC(=O)c1cc(OC)c(OC)cc1[N+](=O)[O-]	0	10	6	9	0	-3	1	-1.1	2
COc1ccc(CCC(=O)N2CCN(c3cccc(C)c3C)CC2)cc1	-4	8	-4	3	-13	4	4	-5.9	-24
O=C(Cn1ncn2c(cc3ccccc32)c1=O)NCCC1=CCCCC1	-1	8	-11	0	-21	6	0	-4.0	-4
c1coc(CNc2nc3ccccc3n2CCN2CCOCC2)c1	-1	0	3	-1	0	-5	0	-0.9	7
O=C(c1ccccn1)N1CCN(c2ccc(C(F)(F)F)cn2)CC1	4	1	0	12	-9	17	5	0.9	12
CCCCN(C(=O)NC(=O)Nc1nc2ccc(OC)cc2s1)S(C)(=O)=O	2	-5	3	6	-6	3	-1	1.4	5
COc1ccccc1C(=O)Nc1ccnn1C1CCN(Cc2cn(C)c3ccccc23)CC1	-4	-6	7	9	-8	6	5	-0.1	0
CC1(Cc2ccc(F)c(Cl)c2)C(=O)Nc2c(Cl)cccc21 (centres undefined)	-2	4	-6	2	-8	-4	-2	x	7
COc1ccccc1Nc1ccc(Nc2ccccc2OC)nn1	-6	-5	-2	-2	-9	8	4	-1.3	-27
CCn1c(CNC(=O)c2ccco2)nnc1SCC(=O)c1ccc(OC)cc1	1	-4	1	6	10	1	0	0.8	1
COc1ccc(NC(=O)CSc2nnc3ccc(-c4ccncc4)nn23)cc1	-10	9	-8	-8	12	-7	0	-0.8	8
COc1ccc(NC(=O)Cn2c(=O)c(C)nc3ccccc32)cc1Cl	0	9	1	5	-6	2	1	1.6	4
Later entries
SMILES	M5 ag	M5 antag	M5 PAM	M1 PAM	CHRM1 antagonist	CHRM4 PAM	CHRM4 agonist	CRFBP-R2 agonist	CHRM4 antagonist
CCCN(CC(=O)Nc1ccc(F)c(F)c1F)C(=O)c1ccc2c(c1)NC(=O)CS2	4	4	1	6	-9	4	4	2.2	6
CCn1cnc2c1c(=O)n(Cc1cccc([N+](=O)[O-])c1)c(=O)n2Cc1ccccc1	-4	3	-5	5	-11	-7	8	0.5	-3
NNC(=O)c1sccc1OCc1ccc(Cl)cc1	0	14	-6	-1	-3	-10	0	-0.8	4
CC(C)Cn1c(N)c(C(=O)COC(=O)[C@@H]2CCCN2C(=O)c2cccs2)c(=O)n(C)c1=O	3	15	-16	-19	9	-12	17	0.8	4
CCN(CC(=O)NC(C)C)C(=O)C(CCSC)NC(=O)c1cccc(C)c1 (centres undefined)	0	-1	2	0	5	5	4	-2.1	-4
CCO[C@@H]1OC(C(N)=O)=C[C@H](c2ccc(C(F)(F)F)cc2)[C@H]1CCCO	-2	15	6	2	2	0	0	4.4	12
COc1ccc2sc(N(CCCN(C)C)C(=O)c3ccc(S(=O)(=O)N(C)C4CCCCC4)cc3)nc2c1	-2	2	-1	-3	12	-5	7	2.2	3
CCn1nc(C)c(/C=N/NC(=O)Cn2cncn2)c1C	3	-8	-8	2	0	-8	1	1.6	4
COc1cccc(OC)c1OCCOc1ccc(C(=O)c2ccccc2)cc1	2	5	-12	-13	5	-10	11	-1.8	-12
COC(=O)N/N=C/c1c(C)nn(-c2cccc(Cl)c2)c1Cl	-2	1	-3	11	-9	4	0	-1.3	3
COc1ccccc1N1CCN(C(=O)/C=C/c2c(Cl)nc3ccccn23)CC1	3	-16	7	5	-3	-4	6	-1.0	-5
CCCC1O[C@@H]2CC3C4CCC5=CC(=O)C=C[C@]5(C)C4C(OC(C)=O)C[C@]3(C)[C@]2(C(=O)COC(C)=O)O1 (some centres undefined)	-16	3	5	-2	2	2	-1	-2.3	-4
CC(C)CCN1CCC(CN2CCNC(=O)C2=O)CC1	2	-6	3	1	-6	-1	0	1.6	-6
CN(C)CCCN(C(=O)c1ccc(S(=O)(=O)N2CCCCCC2)cc1)c1nc2ccc(F)cc2s1	-5	1	-14	5	-8	-9	12	15	6
CC1(C)CC(=NO)CC(C)(C)N1	-5	4	6	3	3	3	0	3.4	4
N#Cc1nc(-c2ccco2)oc1N1CCC(C(N)=O)CC1	-3	-5	4	4	-3	-2	1	3.7	3
COc1ccc(C(=O)COC(=O)c2ccc(NC(=O)c3ccccc3)cc2)cc1	-2	-4	3	-2	-1	5	1	-1.3	2
COCC(C)n1c(SCC(=O)Nc2ccc3c(c2)OCCO3)nc2ccccc2c1=O (centres undefined)	-4	10	0	-9	21	-2	1	1.1	5
O=C(NCc1ccc2c(c1)OCO2)C(=O)Nc1cc2c3c(c1)CC(=O)N3CCC2	3	0	1	11	-8	0	1	-0.6	-4
COC(=O)C1=C(C(=O)c2ccc(C)cc2)C(c2ccccc2)n2nnnc2N1 (centres undefined)	2	9	-3	12	-16	4	0	0.0	-2
O=C(Nc1ccc(Br)cc1)N1CCCCCC1	-2	-2	4	0	2	-2	3	-0.6	-3
CCCCC1=CC2=CC(=O)C(C)(OC(=O)C3CCCC3)C(=O)C2=CO1 (centres undefined)	9	-1	7	5	-1	3	5	2.3	10
CC1CCN(S(=O)(=O)c2ccc3ccccc3c2)CC1	-8	3	-14	-1	3	-5	0	1.2	5

Source: PubChem BioAssay
